PREPL inhibitor = inhibitors of human prolyl oligopeptidase-like enzyme PREPL | Q4J6C6 | recombinant PREPL, fluorescence polarization activity-based probe | inhibition, % at 5.96 µM | hit rate 0.68% among 320,000 | AID 2751; in the data active means inhibition above about 43%;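 further: 0% = enzyme with DMSO and 100% = wells lacking enzyme; many of its hits are not listed in these tables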
Target sequence (Q4J6C6 whole entry, looked up): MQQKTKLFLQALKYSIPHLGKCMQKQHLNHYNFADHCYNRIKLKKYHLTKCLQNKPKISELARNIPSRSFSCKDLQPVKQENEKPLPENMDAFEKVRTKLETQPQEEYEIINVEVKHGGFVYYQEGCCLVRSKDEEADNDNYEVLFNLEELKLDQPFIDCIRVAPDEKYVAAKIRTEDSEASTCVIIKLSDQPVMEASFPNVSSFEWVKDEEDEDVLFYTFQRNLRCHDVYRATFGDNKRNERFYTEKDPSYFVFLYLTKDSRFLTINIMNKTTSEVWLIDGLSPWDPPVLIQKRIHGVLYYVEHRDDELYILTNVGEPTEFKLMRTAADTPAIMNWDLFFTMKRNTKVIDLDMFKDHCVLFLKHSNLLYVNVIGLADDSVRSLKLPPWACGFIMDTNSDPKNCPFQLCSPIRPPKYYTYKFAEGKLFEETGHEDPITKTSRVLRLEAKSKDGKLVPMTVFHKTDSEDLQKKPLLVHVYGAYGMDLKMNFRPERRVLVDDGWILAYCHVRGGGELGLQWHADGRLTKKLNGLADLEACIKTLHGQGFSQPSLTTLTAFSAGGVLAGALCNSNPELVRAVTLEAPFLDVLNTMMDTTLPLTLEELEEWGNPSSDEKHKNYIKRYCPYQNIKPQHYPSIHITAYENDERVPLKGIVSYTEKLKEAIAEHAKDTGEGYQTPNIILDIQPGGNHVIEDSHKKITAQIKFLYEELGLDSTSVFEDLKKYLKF
LYPLA1 counter = blocks human lysophospholipase 1, a PME1 counter-screen; O75608; recombinant LYPLA1, FP-Rh probe fluorescence polarization; inhibition, % at 5.9 µM; hit rate 0.16% among 320,000; AID 2174;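 active means inhibition above the mean of all tested compounds plus 3 SD, set per campaign, cut at about 14% in these data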;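 further: inhibitors block serine hydrolase probe labeling of LYPLA1 so polarization falls; 0% = enzyme with DMSO and 100% = wells lacking LYPLA1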
Target sequence (O75608 whole entry, looked up): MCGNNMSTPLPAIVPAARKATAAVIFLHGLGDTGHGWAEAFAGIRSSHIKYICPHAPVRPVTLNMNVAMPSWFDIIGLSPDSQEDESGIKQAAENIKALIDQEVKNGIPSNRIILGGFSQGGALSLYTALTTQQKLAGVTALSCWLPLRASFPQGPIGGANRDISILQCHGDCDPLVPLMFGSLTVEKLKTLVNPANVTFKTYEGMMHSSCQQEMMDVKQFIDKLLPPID
pPAFAH inh = inhibitors of human plasma PAF acetylhydrolase (pPAFAH). recombinant pPAFAH, FP-rhodamine probe fluorescence polarization. inhibition, % at 3.39 µM. hit rate 1.5% among 330,000. AID 463082;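 active means inhibition above the mean inhibition across the screen plus 3 SD, cut at about 25% in these data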;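 further: inhibitors block binding of the rhodamine activity-based probe so polarization drops; 0% = enzyme with DMSO and 100% = wells lacking pPAFAH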
PME-1 inh = PME-1 (human) inhibition; hit rate 0.53% among 320,000; inhibition, % at 5.9 µM; Q9Y570; recombinant PME-1, FP-Rh probe fluorescence polarization;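 active means inhibition above the campaign mean of all compounds plus 3 SD, cut at about 26% in these data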;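 further: competitive labeling of PME-1 active site by serine hydrolase directed probe; 0% = PME-1 with DMSO and 100% = wells lacking PME-1 enzyme; inhibitors block probe labeling so polarization falls and inhibition rises; many of its hits are not listed in these tables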
GSTO1 counter = blocks human GSTO1 in RBBP9 counter-screen; P78417; recombinant GSTO1, activity-based probe fluorescence polarization; inhibition, % at 5.96 µM; hit rate 1.1% among 300,000; AID 1974;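 active means inhibition above the campaign mean inhibition plus 3 SD, cut at about 35% in these data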;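 further: 0% = GSTO1-1 with DMSO and 100% = wells lacking GSTO1-1 enzyme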
LYPLA2 counter = blocks human lysophospholipase 2, a PME1 counter-screen; O95372; recombinant LYPLA2, FP-Rh probe fluorescence polarization; inhibition, % at 5.9 µM; hit rate 0.38% among 320,000; AID 2177;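 active means inhibition above the screen-wide mean plus 3 SD, limit set per campaign, cut at about 26% in these data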;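 further: 0% = LYPLA2 with DMSO and 100% = wells lacking LYPLA2 enzyme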
PAFAH1B2 FP inh = blocks human PAF acetylhydrolase 1b catalytic subunit 2 | inhibition, % at 3.39 µM | P68402 | recombinant PAFAH1B2, FP-rhodamine activity probe, fluorescence polarization | hit rate 1.2% among 340,000;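 active means inhibition above the mean of all tested compounds plus 3 SD, cut at about 24% in these data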;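 further: 0% = enzyme with DMSO and 100% = wells lacking PAFAH1B2; many of its hits are not listed in these tables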
PAD4 inh = blocks human protein arginine deiminase 4 | inhibition, % at 6.36 µM | recombinant PAD4, RCA probe fluorescence polarization | AID 485272 | Q9UM07 | hit rate 0.41% among 330,000;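 active means percent inhibition above a cutoff equal to the mean of all tested compounds plus 3 SD, cut at about 15% in these data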;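 further: 0% = PAD4 with RCA probe and DMSO and 100% = probe without PAD4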
PAFAH1B3 FP inh = blocks human PAF acetylhydrolase 1B catalytic subunit 3; hit rate 0.28% among 340,000; recombinant PAFAH1B3, FP-rhodamine probe, fluorescence polarization; Q15102; inhibition, % at 3.39 µM;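 active means inhibition above the screen-wide average of all tested compounds plus 3 SD, cut at about 25% in these data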;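 further: 0% = enzyme with DMSO only and 100% = wells lacking PAFAH1B3 protein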
Active calls of the source: *; · = no result given. This is a subset. The share of hits here may be higher or lower than overall.

SMILES	PREPL inhibitor	LYPLA1 counter	pPAFAH inh	PME-1 inh	GSTO1 counter	LYPLA2 counter	PAFAH1B2 FP inh	PAD4 inh	PAFAH1B3 FP inh
Cn1c(C(=O)N2CCCC(Nc3ccc(F)cc3)C2)cc2ccccc21 (configuration not stated)	19	-5	5	2	4	-1	2	1	12
C/C(=N\NC(=O)c1ccccc1F)c1ccccn1	13	2	-1	5	12	14	-1	3	5
CC(C)c1ccc[n+](-c2nc([O-])sc2C=O)c1	3	-3	7	4	2	4	·	0	·
COCCCNC(=O)c1ccc(N(C)S(=O)(=O)c2ccc(OC)cc2)cc1	24	2	1	3	4	4	5	0	6
COc1ccc(OC)c(-n2c(=O)c3ccccc3c3ccccc3c2=O)c1	11	2	1	2	-3	-1	1	-4	6
N=c1oc2ccccc2cc1-c1nc(-c2ccc(Cl)cc2)cs1	-3	1	-4	10	2	-12	-3	-16	4
COc1ccccc1C(=O)NCC(=O)OC(C)C(=O)N1CCOCC1 (configuration not stated)	2	5	5	-2	7	11	1	1	7
COc1ccc(C(=O)N=C2SC3CS(=O)(=O)CC3N2c2ccc(N(C)C)cc2)cc1OC (configuration not stated)	0	2	6	3	6	0	1	-1	6
COC(=O)C1=C(N)Oc2cc(C)n(Cc3cccnc3)c(=O)c2C1c1ccc(OC)c(OC)c1 (configuration not stated)	-1	-2	5	5	-3	4	-2	-6	-2
Cc1ccccc1-n1c(C)nnc1SCC(=O)NC1CCCc2ccccc21 (configuration not stated)	8	-1	3	3	3	8	5	2	0
O=C1CCCN1CCC(=O)N1CCCC(N2CCN(c3ccccc3F)CC2)C1 (configuration not stated)	7	-1	5	-1	-3	-4	1	-4	17
NC(=O)CSc1nnc(COc2cccc3ccccc23)o1	3	-3	6	4	7	-5	9	-1	3
Cc1nn(-c2cc(N3CCCCC3)ccc2[N+](=O)[O-])c(=O)c2ccccc12	12	-4	11	0	5	3	1	2	5
O=C1c2cccc(Cl)c2C(=O)N1c1ccccn1	13	1	1	-2	-1	-2	·	-1	·
Cc1cc(Nc2ccccc2N2CCOCC2)n2ncnc2n1	12	2	2	-9	3	1	3	-2	-1
O=C(CSc1nnc(NC(=O)c2cccc(Br)c2)s1)NCC1CCCO1 (configuration not stated)	18	-1	-6	0	-107	1	9	-2	-7
CCN(C(=O)c1coc(=O)c(Br)c1)c1ccc2c(c1)OCO2	36	6	6	-2	32	5	0	2	2
Cc1ccc(C)c(NC(=S)NCc2cccn2C)c1	8	4	2	-4	8	6	·	-6	·
O=C(CSc1nnc(-c2ccccc2F)o1)Nc1ccc(N2CCOCC2)cc1	6	-3	-2	-1	·	-1	2	1	7
CC(C)CC(=O)Nc1ccc([N+](=O)[O-])cc1Cl	4	2	3	-3	6	9	0	-4	6
Cc1ccc(S(=O)(=O)/N=C(/c2ccc(F)cc2)N(C)C)cc1	12	-3	1	5	-4	-1	2	2	-3
Nn1c(SCC(=O)Nc2ccc3c(c2)OCCO3)nnc(CCC(=O)O)c1=O	7	-4	1	5	-7	8	0	3	1
CCOc1ccc(CN(C)CC(=O)NCc2ccccc2)cc1	-20	-3	1	0	5	4	-2	3	4
O=C(N/N=C1\CCCc2ccccc21)c1ccccc1[N+](=O)[O-]	2	1	6	1	3	0	-2	-4	3
COc1cc(C(=O)N(CCc2ccccc2)C2=CC3CCC(C2)N3C)cc(OC)c1OC (configuration not stated)	15	2	5	-5	0	-1	5	11	3
SMILES	PREPL inhibitor	LYPLA1 counter	pPAFAH inh	PME-1 inh	GSTO1 counter	LYPLA2 counter	PAFAH1B2 FP inh	PAD4 inh	PAFAH1B3 FP inh
O=C(CSc1nnc2ccc(-c3ccc(Br)cc3)nn12)NCC1CCCO1 (configuration not stated)	16	-2	5	9	7	7	2	3	8
CCN1CCN(C(=O)CN(c2cccc(Br)c2)S(=O)(=O)c2ccccc2)CC1	12	2	6	-7	3	14	8	-1	9
CC(=O)Nc1ccc(-c2csc(Nc3ccccn3)n2)cc1	6	3	9	16	3	-2	1	-1	11
Cn1nnnc1Sc1ncnc2scc(-c3ccccc3)c12	0	1	10	10	-17	0	-3	0	0
Cn1cccc1C(=O)NC(=O)COC(=O)CCNS(=O)(=O)c1cccc(C(F)(F)F)c1	18	-1	23	0	·	3	-1	-2	3
CCN(C(=O)COC(=O)Cc1c(F)cccc1Cl)c1c(N)n(Cc2ccccc2)c(=O)[nH]c1=O	20	-3	-1	2	·	-11	-5	0	3
O=C(c1ccc(F)cc1F)N1CCN(c2n[nH]c(=O)[nH]c2=O)CC1	7	0	-1	5	1	6	7	-5	10
Cn1cc(CN2CCCC(CO)(Cc3ccccc3)C2)cn1 (configuration not stated)	-4	5	-1	-4	-5	8	-2	-5	9
O=C(COc1ccc(F)cc1)OCCN1CCOCC1	-9	-2	5	8	0	-1	5	-7	1
OCC[C@@H]1C[C@H](O)[C@@H](O)[C@@]2(Cc3ccccc3CO2)O1	12	3	0	2	-1	6	1	-4	-1
CNC(=O)C(NC(=O)c1ccccc1)=C(C)C	11	-2	-2	0	7	-2	0	0	4
CC(C)CCNC(=O)C(c1ccncc1)N(Cc1cccs1)C(=O)Cn1nnc(-c2ccc(F)cc2)n1 (configuration not stated)	-28	-1	7	-1	0	1	3	-8	1
CCN1C(=O)/C(=C2/Sc3ccc(OC)cc3N2C)SC1=Nc1ccc(OC)cc1	13	4	1	3	-6	-3	4	-4	5
O=C(N/N=C/c1ccco1)c1ccc(NC(=O)c2ccc(Cl)cc2)cc1	18	-4	5	-5	-3	-1	0	-1	-3
CC(=O)N(Cc1nc2sc(C)c(C)c2c(=O)[nH]1)C1CCCC1	-1	-1	-2	-2	4	-1	1	-1	10
C=CCOC(=O)C1=C[C@H](c2coc3ccccc3c2=O)C[C@H](OCCCCO)O1	22	-1	4	-6	5	-8	1	0	3
CCc1ccc2nc(N(CCN(C)C)C(=O)c3ccc4ccccc4c3)sc2c1	3	-3	4	-7	2	-1	-4	1	-3
CCCCC1(C(=O)OCC)CC(CSC(=N)N)OC1=O (configuration not stated)	6	-1	7	2	23	-2	-1	-3	0
Cc1nnc(SCC(=O)Nc2cc(S(C)(=O)=O)ccc2Cl)n1Cc1ccccc1	19	-1	0	2	3	-1	3	-2	5
COc1ccc2c(c1)C(=O)C(=O)N2	12	1	5	1	-1	2	7	-3	7
CCOc1ccccc1N1CCN(CC(=O)N(CC(C)C)c2c(N)n(CC(C)C)c(=O)[nH]c2=O)CC1	1	0	3	-5	11	-2	-2	9	8
O=C(O)c1ccccc1C(=O)O	7	3	-2	1	·	5	3	-6	4
O=C1c2ccccc2N(Cc2ccc(Cl)cc2)C2=NCCN12	-5	-4	-2	0	2	0	6	-4	-6
CCC(C)NS(=O)(=O)c1ccc(S(=O)(=O)N(CCc2ccc(OC)c(OC)c2)Cc2cccs2)cc1 (configuration not stated)	-2	-10	3	-6	3	-16	-2	0	2
Cc1ccc(CCNC(=O)CN2C(=O)COc3ccc(S(=O)(=O)N4CCCCC4)cc32)cc1	12	-1	3	-1	1	4	19	0	5

An excerpt of these results, with values under each structure:
The line under a structure holds: PREPL inhibitor, LYPLA1 counter, pPAFAH inh, PME-1 inh, GSTO1 counter, LYPLA2 counter, PAFAH1B2 FP inh, PAD4 inh, PAFAH1B3 FP inh
CC(C)CCNC(=O)C(c1ccncc1)N(Cc1cccs1)C(=O)Cn1nnc(-c2ccc(F)cc2)n1 (configuration not stated)
 : -28, -1, 7, -1, 0, 1, 3, -8, 1
CCN1C(=O)/C(=C2/Sc3ccc(OC)cc3N2C)SC1=Nc1ccc(OC)cc1
 : 13, 4, 1, 3, -6, -3, 4, -4, 5
O=C(N/N=C/c1ccco1)c1ccc(NC(=O)c2ccc(Cl)cc2)cc1
 : 18, -4, 5, -5, -3, -1, 0, -1, -3
CC(=O)N(Cc1nc2sc(C)c(C)c2c(=O)[nH]1)C1CCCC1
 : -1, -1, -2, -2, 4, -1, 1, -1, 10
C=CCOC(=O)C1=C[C@H](c2coc3ccccc3c2=O)C[C@H](OCCCCO)O1
 : 22, -1, 4, -6, 5, -8, 1, 0, 3
CCc1ccc2nc(N(CCN(C)C)C(=O)c3ccc4ccccc4c3)sc2c1
 : 3, -3, 4, -7, 2, -1, -4, 1, -3
CCCCC1(C(=O)OCC)CC(CSC(=N)N)OC1=O (configuration not stated)
 : 6, -1, 7, 2, 23, -2, -1, -3, 0
Cc1nnc(SCC(=O)Nc2cc(S(C)(=O)=O)ccc2Cl)n1Cc1ccccc1
 : 19, -1, 0, 2, 3, -1, 3, -2, 5
COc1ccc2c(c1)C(=O)C(=O)N2
 : 12, 1, 5, 1, -1, 2, 7, -3, 7
CCOc1ccccc1N1CCN(CC(=O)N(CC(C)C)c2c(N)n(CC(C)C)c(=O)[nH]c2=O)CC1
 : 1, 0, 3, -5, 11, -2, -2, 9, 8
O=C(O)c1ccccc1C(=O)O
 : 7, 3, -2, 1, ·, 5, 3, -6, 4
O=C1c2ccccc2N(Cc2ccc(Cl)cc2)C2=NCCN12
 : -5, -4, -2, 0, 2, 0, 6, -4, -6
CCC(C)NS(=O)(=O)c1ccc(S(=O)(=O)N(CCc2ccc(OC)c(OC)c2)Cc2cccs2)cc1 (configuration not stated)
 : -2, -10, 3, -6, 3, -16, -2, 0, 2
Cc1ccc(CCNC(=O)CN2C(=O)COc3ccc(S(=O)(=O)N4CCCCC4)cc32)cc1
 : 12, -1, 3, -1, 1, 4, 19, 0, 5

Next part
SMILES	PREPL inhibitor	LYPLA1 counter	pPAFAH inh	PME-1 inh	GSTO1 counter	LYPLA2 counter	PAFAH1B2 FP inh	PAD4 inh	PAFAH1B3 FP inh
CCn1cc(C(=O)OCC(=O)c2ccc(Cl)cc2)c(=O)c2ccc(C)nc21	-2	-1	6	-3	5	3	1	-4	10
O=C(Nc1ccc(Oc2ccccc2)nc1)C1CCCCN1Cc1ccco1 (configuration not stated)	-1	-2	2	7	-2	2	-3	-2	-8
O=C(CSc1nc(-c2ccccc2)c(-c2ccccc2)[nH]1)N1CCN(S(=O)(=O)c2ccccc2)CC1	24	4	9	8	-10	-1	7	-5	7
CN1CCN(NC(=O)c2ccc(Cl)c(S(=O)(=O)Nc3ccc(Cl)cc3)c2)CC1	-5	-1	3	3	-1	-2	4	0	8
CCC(=O)Nc1cc(C(F)(F)F)ccc1N1CCCC1	8	-1	2	-2	18	1	3	3	8
COc1cccc(/C=N/NC(=O)C(=O)NCc2cccnc2)c1O	6	4	3	-2	0	-1	2	-3	4
CN(CC(=O)Nc1ccccc1[N+](=O)[O-])Cc1ccc(Br)cc1	7	-2	8	2	4	10	0	1	10
COc1cc(/C=C2\SC(N)=NC2=O)ccc1OCC(=O)Nc1ccc(C)cc1	2	-20	0	-18	8	-10	-2	-4	-12
O=C(CN1C(=O)C(=O)N(Cc2ccco2)C1=O)Nc1ccccc1	18	·	3	·	·	·	2	-8	12
COc1ccc(CN2C(=O)CCC(C(=O)O)C2c2ccccc2)cc1 (configuration not stated)	10	0	1	4	4	2	-5	-3	3
O=C(c1coc(=O)c2ccccc12)N1CCN(Cc2ccccc2)CC1	13	5	4	-6	4	8	8	2	10
Cc1cccc(NC(=O)CN2C(=O)CNC2=O)c1	-2	0	-3	0	3	-1	3	1	5
